aDG glyco up = alpha-DG glycosylation activation; Pro5-aDG cells, alpha-DG glycosylation AlphaScreen (IIH6); 0% Pro5, 100% B10-LARGE cell signal; activation, % at 10 µM; actives 0.22% (n = 360,000);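 active = activation of at least 8% versus controls, or a plate z-score of at least 8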;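 note: Pro5 are CHO cells carrying HIG-tagged alpha-DG that lacks glycosylation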
hiPSC survival = enhancers of human iPSC single-cell survival | hiPSC single-cell survival, ATPlite luminescence; 100% = ROCK inhibitor wells, 0% = DMSO | survival enhancement, % at 20 µM | actives 0.044% (n = 360,000); in the data active = survival enhancement above about 18%;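 note: cells exposed to compounds for 16 hours before the ATP read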
HTR2A ag = mouse HTR2A agonism via beta-arrestin recruitment | actives 0.66% (n = 360,000) | activation, % at 7.6 µM | CHO-K1 mHTR2A beta-arrestin complementation, luminescence; percent of 30 µM serotonin response | AID 624169;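 active = activation above a run cutoff, the mean activation of all tested compounds plus 3 SD, cut at about 14% in these data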;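 note: 0% = plate median of compound wells and 100% = 30 µM serotonin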
Target sequence (P35363 whole entry, looked up): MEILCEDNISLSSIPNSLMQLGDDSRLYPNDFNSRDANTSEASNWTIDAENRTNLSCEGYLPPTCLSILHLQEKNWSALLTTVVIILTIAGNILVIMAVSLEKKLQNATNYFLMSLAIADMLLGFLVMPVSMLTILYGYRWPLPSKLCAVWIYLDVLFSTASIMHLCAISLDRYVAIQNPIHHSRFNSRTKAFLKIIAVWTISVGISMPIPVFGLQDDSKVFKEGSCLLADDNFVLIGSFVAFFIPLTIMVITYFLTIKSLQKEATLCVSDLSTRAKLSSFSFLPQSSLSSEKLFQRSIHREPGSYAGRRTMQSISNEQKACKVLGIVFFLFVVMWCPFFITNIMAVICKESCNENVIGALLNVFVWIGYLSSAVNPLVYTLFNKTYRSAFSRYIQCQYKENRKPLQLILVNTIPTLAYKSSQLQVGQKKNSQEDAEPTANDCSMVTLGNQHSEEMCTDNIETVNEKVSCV
Exocytosis inh = lytic granule exocytosis inhibition; TALL-104 LAMP-1 surface exposure, flow cytometry; cells stimulated with thapsigargin and PMA; inhibition, % at 10 µM; actives 0.66% (n = 360,000); AID 651702;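 active = inhibition above about 55%, limit read from the data; inconclusive = no clear call, values can overlap the other calls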
Cardio protect = modulators protecting cardiomyocytes from myocardial damage | H9c2 cardiomyocytes, H2O2 injury protection, ATPLite, 2 h | protection from H2O2 cell death, % at 20 µM | actives 0.63% (n = 360,000);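 active = compounds giving at least 50% protection of heart cells from peroxide-induced death in the single-dose screen, raw or plate-pattern-corrected value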;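 note: 0% = DMSO wells with peroxide and 100% = DMSO wells without peroxide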
MC4R antag cAMP = blocks human MC4R cAMP signaling. MC4R-expressing cells, MTII-stimulated cAMP, LANCE TR-FRET. actives 0.48% (n = 360,000). AID 540295. inhibition, % at 6.5 µM;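 active = inhibition above its plate's cutoff, the mean of tested wells on that plate plus 3 SD, cut at about 29% in these data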;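 note: 0% = Melanotan II alone and 100% = Melanotan II plus saturating MCL0020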
Target sequence (P32245 whole entry, looked up): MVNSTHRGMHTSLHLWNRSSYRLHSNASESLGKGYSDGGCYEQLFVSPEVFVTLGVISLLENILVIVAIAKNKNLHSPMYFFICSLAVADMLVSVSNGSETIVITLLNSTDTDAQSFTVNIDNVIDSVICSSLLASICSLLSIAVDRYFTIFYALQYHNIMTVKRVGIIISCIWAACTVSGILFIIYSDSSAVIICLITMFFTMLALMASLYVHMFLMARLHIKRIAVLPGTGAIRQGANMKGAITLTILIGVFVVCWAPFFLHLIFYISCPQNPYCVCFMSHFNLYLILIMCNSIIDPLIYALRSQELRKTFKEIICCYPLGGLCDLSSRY
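System: U2OS-MC4R stable cell line; Technique: Eu-cAMP/anti-cAMP TR-FRET, emission 671 nm; Repeats: single well per compound; Also added: Melanotan II; Dosing: one concentration, 6.5 µM nominal; Schedule: 30-min compound, 1-h challenge, 1-h detection, room temperature.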
ABHD5-PLIN5 inh = ABHD5-PLIN5 protein interaction inhibition. Q00G26+Q8WTS1. actives 0.78% (n = 360,000). Split G. princeps luciferase complementation, luminescence, 4 h. inhibition, % at 4 µM;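 active = inhibition above the mean inhibition across every tested compound plus 3 SD, cut at about 22% in these data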;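 note: 0% = DMSO only wells and the 100% control is not disclosed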
MC4R ag barr = human MC4R agonism via beta-arrestin; P32245; U2OS MC4R beta-arrestin complementation, luminescence; percent of melanotan II response, DMSO zero; activation, % at 8.9 µM; actives 0.98% (n = 360,000); AID 540308;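 active = activation above a per-plate cutoff, the mean activation of sample wells on that plate plus 3 SD, cut at about 8% in these data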
N-glyco inh = blocks N-linked glycosylation in D54 reporter cells; D54 ERlucT glycosylation luciferase reporter, 24 h; percent of 100 nM tunicamycin response; reporter increase, % at 12.5 µM; actives 0.23% (n = 360,000); AID 588692;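 active = mean luciferase reporter signal, scaled so untreated is 0 and the glycosylation-blocking control 100, at or above a set limit in every replicate; inconclusive = mean reaches the limit but not every replicate does; inactive = mean below the limit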;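 note: luciferase carries N-glycosylation sites so blocking glycosylation raises the light; 0% = median of neutral control wells and 100% = median of 100 nM tunicamycin wells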
ABCB6 inh 2 = human ABCB6 transporter inhibition; Q9NP58; K562-ABCB6 porphyrin accumulation, flow cytometry, 1 h; active compounds read low; fluorescence ratio to DMSO, % at 10 µM; actives 0.19% (n = 360,000); AID 602162;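 active = fluorescence ratio to DMSO below 75%, the collection mean minus 3 SD; inconclusive = too few cells collected in the well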;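 note: signal is porphyrin accumulated inside mitochondria; 100% equals median channel fluorescence of DMSO control wells; lower ratio means ABCB6 inhibition with less porphyrin fluorescence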
* marks the source's active call; other numbers are inactive results; ? = inconclusive; . = no result given; & = joins results of further samples.

Molecule,MC4R antag cAMP,ABCB6 inh 2,N-glyco inh,aDG glyco up,MC4R ag barr,Cardio protect,Exocytosis inh,ABHD5-PLIN5 inh,HTR2A ag,hiPSC survival
COc1ccccc1OCCC(=O)Nc1ccc2c(c1)OCO2,-2,95,1,0.1,0.5,1,-3,9,9,0.3
CC(=O)c1c(C)nc2nonc2c1N,-5,99,1,-0.3,-0.3,7,5,-1,3,14
C=CCN(Cc1cn(C)nc1-c1cccc(Cl)c1)C1CCS(=O)(=O)C1 (stereo not drawn),8,94,2,-0.4,-1.1,0,2,-1,1,-1.2
C=CCOc1ccc(CN(C)CC(O)COc2ccc(CCC(C)=O)cc2)cc1 (stereo not drawn),-3,96,2,0.6,-2.8,-6,-10,3,-2,0.8
CCCCn1c(N)c(N(CC(C)C)C(=O)C2CC(=O)N(Cc3ccco3)C2)c(=O)[nH]c1=O (stereo not drawn),2,99,-1,0.3,-0.6,-6,2,0,-6,-0.4
COc1ccc(/C=C2\C(=O)NC(=S)N2C(=O)c2ccc(F)cc2)cc1,16,133,-1,-0.3,2.5,-12,-2,3,-2,0.2
COc1ccccc1NS(=O)(=O)c1ccc(C)c(C(=O)Nc2cc(C)on2)c1,14,102,-1,0.0,0.5,3,10,-4,3,0.7
CCOc1cc(-c2sc(Nc3ccccc3)n[n+]2-c2ccc(F)cc2)ccc1OC,4,102,1,0.7,0.6,-1,47,0,10,3.7
Cn1cccc1C(C#N)c1ncc(C(F)(F)F)cc1Cl (stereo not drawn),-6,106,-1,1.6,-2.4,-16,2,0,8,-1.3
COc1ccc(Cc2c(O)nc(SCC(=O)NC34CC5CC(CC(C5)C3)C4)[nH]c2=O)cc1,8&3,97&101,-2&1,-0.1&-0.1,-1.4&-2.7,2&6,-3&0,-3&-7,-1&3,0.7&-0.6
CC(C)(C)C(=O)N1CCC[C@@]1(CO)C(=O)O,17,103,2,0.1,-1.4,-1,1,0,-1,1.1
CCN1CNC(=S)N(Cc2ccccc2)C1,4,100,0,-0.2,-2.3,-3,?,-8,-5,-1.6
Cc1ccc(C)c(NC(=O)CCC(=O)N/N=C/c2ccc[nH]2)c1,-3,91,1,1.4,-2.2,2,-2,3,2,-1.0
CCN(c1ccccc1)S(=O)(=O)c1cc(C(=O)NCC(c2ccco2)N2CCCCC2)ccc1C (stereo not drawn),1,99,-3,0.8,-2.8,-8,0,10,-10,-0.3
Cc1nnc(NC(=O)Oc2ccccc2)s1,15,104,2,0.2,3.3,2,-1,-8,0,-2.9
CC1=CSC2=NC(=O)/C(=C\c3cccn3-c3ccc([N+](=O)[O-])cc3)C(=N)N12,-2,100,1,0.0,-2.0,4,-1,9,4,-1.4
COc1ccccc1-c1nc(C(=O)NCC2CCCO2)cc2c1[nH]c1ccccc12 (stereo not drawn),19,98,6,0.1,0.5,2,0,-6,-3,-0.5
COc1ccc(Cc2c(-c3ccc(OC)c(OC)c3)nc3c(C)cc(Br)cn23)c(C)c1,.,94,2,0.0,.,-11,3,5,-3,-2.8
O=C(NCCNc1ccc([N+](=O)[O-])cc1)c1ccccc1F,-4,94,-1,0.0,-0.3,-2,-6,2,-3,0.8
CCCn1c(-c2cccs2)nc2c1c(=O)[nH]c(=O)n2Cc1ccccc1,-1,95,-1,-0.3,-1.7,-3,-7,-4,-3,-1.7

Overlap with the part before: two entries, then new ones.
Molecule,MC4R antag cAMP,ABCB6 inh 2,N-glyco inh,aDG glyco up,MC4R ag barr,Cardio protect,Exocytosis inh,ABHD5-PLIN5 inh,HTR2A ag,hiPSC survival
O=C(NCCNc1ccc([N+](=O)[O-])cc1)c1ccccc1F,-4,94,-1,0.0,-0.3,-2,-6,2,-3,0.8
CCCn1c(-c2cccs2)nc2c1c(=O)[nH]c(=O)n2Cc1ccccc1,-1,95,-1,-0.3,-1.7,-3,-7,-4,-3,-1.7
O=C1CC2(CCCCC2)Oc2ccc(F)cc21,-6,94,-2,0.0,3.0,-4,5,2,-3,-2.6
Cc1c(C(=O)O)cc(C(C)(C)C)n1CCSCCO,1,95,0,0.0,-0.6,9,-1,2,3,0.1
COc1cccc2cc(C(=O)N3C(C)CCCC3C)c(=O)oc12 (stereo not drawn),2,94,2,0.0,-1.0,-1,-7,3,3,-2.5
Cc1ccc2nsnc2c1NC(=O)c1ccccc1[N+](=O)[O-],-1,97,1,-0.2,1.4,0,2,4,4,-0.7
COc1ccc(OC)c(NC(=O)CSc2nc(N)c(-c3ccccc3)c(=O)[nH]2)c1,-4,107,4,-0.2,-0.7,-15,-11,6,9,-0.5
O=C(O)C1CCCN1c1nc(Cl)ccc1[N+](=O)[O-] (stereo not drawn),-4,100,1,-0.1,-0.1,-1,-10,-30,0,1.1
O=C(Cc1cccs1)NNC(=S)NC(=O)c1ccccc1,1,88,1,-0.2,-2.0,9,-3,2,2,-2.2
Cc1onc(-c2c(F)cccc2Cl)c1C(=O)OCC(=O)NC(c1ccccc1)c1ccccc1,6,98,-8,0.2,0.7,3,0,-4,2,-3.8
CC(=O)Nc1c(Cl)c(Cl)c2c(c1Cl)C(=O)c1cc(Cl)ccc1-2,-1,99,-2,0.9,-1.8,-2,-7,-1,-1,7.2
CCn1ncc(/C=N\NC(=O)COc2cc(C)cc(C)c2)c1C,-5,100,14,-0.1,-0.9,-3,-3,0,3,3.8
CN1CCN(S(=O)(=O)c2ccc(NC(=O)c3ccc(Br)o3)cc2)CC1,10,101,-1,-0.1,-1.2,-3,24,-2,6,-0.2
Brc1ccc2nc(-c3cccs3)c(NCC3CCCO3)n2c1 (stereo not drawn),1,100,1,-0.3,-3.5,2,2,-12,-3,-1.9
Cc1cc(C)nc(NCCCc2ccccc2)n1,2,93,-13,0.2,0.1,7,-2,1,-3,-0.6
COc1ccc(C(=O)Nc2ccnn2C2CCN(C(=O)c3cc(C)on3)CC2)cc1,12,98,-3,-0.1,-2.7,-2,-1,4,3,-0.2
COc1cc(C)c(Cl)cc1S(=O)(=O)n1cnc(C)c1,3,100,3,-0.1,-2.2,-1,5,14,1,0.6
COc1ccc(NC(=O)c2ccc(NC(=O)C(C)C)cc2)c([N+](=O)[O-])c1,-7,106,0,0.1,-0.1,-6,1,-5,-1,-1.8
O=C(NCCCN1CCN(Cc2ccccc2)CC1)C1CCN(c2nnc(-n3cccc3)s2)CC1,5,109,-1,0.2,0.6,-24,8,3,-2,0.8
COc1ccc(Oc2nc(C)cc(C)c2S(=O)(=O)c2ccc(C)cc2)cc1,0,106,0,0.9,0.9,0,2,-2,-2,-3.3
O=C(NN1CCOCC1)c1cc(-c2ccc(Br)cc2)nc2ccccc12,2,106,2,0.0,0.1,2,-1,-2,2,3.9
Cc1noc(C)c1CCC(=O)N1CCCC(CO)(Cc2ccccc2)C1 (stereo not drawn),-5,100,-1,0.0,2.2,2,-2,5,12,-0.6
CCCC[C@@H]1CNC(=O)C(=O)N1CC(C)(C)C,2,95,1,-0.3,0.7,7,1,3,5,0.3
O=C1NCCCC2c3c(cc(Br)c(O)c3Br)OC12N1CCCCC1 (stereo not drawn),8,104,-7,0.5,-1.5,-7,-1,7,0,2.5
CC1(C)SC(=S)N(Cc2ccc3c(c2)OCO3)C1N(O)C(=O)NC1CCCCC1 (stereo not drawn),-4,89,2,-0.3,0.1,5,0,-2,-5,-2.8
CC(=O)N(c1ccc(C)cc1)c1nc(C)cc(C)c1C#N,-1,96,2,-0.2,-1.2,-1,-2,-5,-1,0.7
COc1ccc(CN2CCN(Cc3c[nH]c4ccccc34)CC2)c(OC)c1,-4,95,-1,0.0,0.5,14,-1,3,1,-1.0
COC(=O)C1=C(C)NC(=S)NC1c1ccc(-c2ccccc2C(=O)OC)o1 (stereo not drawn),13,100,-1,-0.2,-4.3,0,0,4,-1,-0.2
Nc1ccc(Cl)cc1/C(=N/O)c1ccccc1,1,83,-1,0.1,0.0,-4,0,2,0,-0.8
CCN(CC(=O)NCc1cccs1)S(=O)(=O)c1ccc([N+](=O)[O-])cc1,6,100,4,-0.1,-0.8,-9,1,-3,-1,-0.9
CCOC(=O)c1ccc(NC(=O)Cn2c(-c3nonc3N)nc3ccccc32)cc1,3,102,4,0.0,4.6,-12,8,-4,0,0.0
CCCCN(C(=O)COc1ccc(NC(C)=O)cc1)C1CCS(=O)(=O)C1 (stereo not drawn),3,94,2,0.2,-2.0,0,-1,-3,-2,0.6
Cc1cccc(NCc2cc(Cl)ccc2O)n1,-1,90,-2,0.0,-0.8,1,-4,1,3,2.8
Cc1ccc(C(NC(=O)C2CCN(CCOc3ccc(Cl)cc3)CC2)c2ccccn2)cc1 (stereo not drawn),2,95,-2,-0.2,-0.2,1,7,10,-3,-3.4
Cc1ccc(/C=[N+](\[O-])c2ccccc2C)o1,6,94,0,-0.3,-2.5,-4,4,23*,6,0.4
CCOC(=O)c1oc2cc(O)cc(C)c2c(=O)c1-c1cscn1,-8,96,4,0.0,-1.2,13,-2,-1,1,0.4
O=C(N/N=C/c1cccnc1)c1ccc(F)cc1,-2,86,1,-0.2,1.1,-8,-5,-3,-3,0.0
COc1ccccc1C(=O)Nc1nc2cc3c(cc2s1)OCCO3,0,92,2,0.1,0.0,-22,-2,-4,23*,-3.3
Cc1cc(N2CCN(C)CC2)nc2ccc(NC(=O)CCC(=O)NCc3ccco3)cc12,4,99,-1,-0.1,-0.1,0,4,8,-3,-0.8
NC(=O)c1ccc(NC(=O)CN2C(=O)NC3(CCCCCCC3)C2=O)cc1,3,96,2,0.2,-1.7,15,-3,-11,-5,0.2
CC(C)CCNC(=O)c1ccc2c(c1)N(C)C(=O)c1ccccc1S2,7,96,7,0.3,-1.3,-4,-2,-5,-13,1.2
COc1ccccc1C(=O)NNC(=O)c1cccc(O)c1,12,98,-10,-0.3,0.1,-12,-4,0,-5,-0.5
Cc1onc(-c2ccccc2Cl)c1C(=O)OCC(=O)N1CCN(c2ccccc2)CC1,10,95,-2,0.0,-0.8,4,-4,0,-3,0.0
N#CC1=C(Nc2ccccc2Cl)SC2(CCCC2)NC1=O,.,94,3,-0.2,.,4,38,33*,-2,-0.5
Cc1ccc(S(=O)(=O)N2CCCCC2)cc1NC(=O)COC(=O)c1ccc2c(c1)OCO2,-5,98,1,-0.1,0.7,-6,0,4,0,-0.8
CC(=O)NCc1c(Cl)cccc1-n1cccc1,0,93,2,-0.1,0.7,4,0,-2,-1,6.1
CC(C)c1cc(C(=O)NNC(=S)NC2CCCCC2)cs1,1,94,-2,-0.1,0.1,-6,15,-1,-8,0.3
